ALOX12 inh = ALOX12 (human) lipoxygenase inhibition; P18054; purified 12hLO, xylenol orange hydroperoxide absorbance; Potency, µM (top dose mostly 108 µM), for the others: at the top dose activity change, negative = inhibition, usual class: inhibitors; 580,000 tested, 1.1% active; AID 1671190; active = well fitted inhibition curve with a large enough effect; inconclusive = small, poorly fitted or top-dose-only effect, or another doubt; inactive = no such curve, though single readings can be large or run the other way
Target sequence (P18054 whole entry, looked up): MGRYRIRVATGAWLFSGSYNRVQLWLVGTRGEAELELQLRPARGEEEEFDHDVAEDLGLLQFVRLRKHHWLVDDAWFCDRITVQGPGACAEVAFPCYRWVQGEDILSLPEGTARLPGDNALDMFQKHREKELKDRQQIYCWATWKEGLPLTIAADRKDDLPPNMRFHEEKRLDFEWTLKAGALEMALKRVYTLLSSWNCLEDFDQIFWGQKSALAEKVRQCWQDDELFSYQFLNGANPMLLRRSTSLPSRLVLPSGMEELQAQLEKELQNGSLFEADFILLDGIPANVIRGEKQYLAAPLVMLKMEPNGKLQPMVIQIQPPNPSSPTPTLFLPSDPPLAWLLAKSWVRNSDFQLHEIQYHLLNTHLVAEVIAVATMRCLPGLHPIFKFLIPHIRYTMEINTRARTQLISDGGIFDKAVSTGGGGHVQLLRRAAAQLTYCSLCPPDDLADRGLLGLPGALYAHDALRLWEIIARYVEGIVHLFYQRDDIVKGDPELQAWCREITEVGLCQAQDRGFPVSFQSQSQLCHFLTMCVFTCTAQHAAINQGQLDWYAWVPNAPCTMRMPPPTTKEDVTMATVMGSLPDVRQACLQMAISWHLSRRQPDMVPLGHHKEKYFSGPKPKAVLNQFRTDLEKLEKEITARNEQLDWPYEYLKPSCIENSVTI
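Purified human 12hLO (150 nM final) in 25 mM Hepes, 0.01% Triton X-100, pH 7.0 was preincubated 15 min at room temperature with compound. Then 40 uM arachidonic acid was added, 30 min. Hydroperoxide was read by Fe-XO absorbance ratio 573/405 nm.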
An asterisk follows results filed as active; [ ] = dose if it differs, or a comment. % is scaled to controls: 0 for no effect and ±100 for the full control effect; potency is read from the fitted curve at half-maximal effect. These rows are one share of the data. The share of hits here may be higher or lower than overall.

CC1(C(=O)Nc2ccc3c(c2)OCO3)CCN1C(=O)CCc1ccc(Cl)cc1Cl (stereo not given) was read as ALOX12 inh inconclusive.
Screening C=CCc1cc(-c2c(-c3ccccc3)ncn2CCCO)cc(OC)c1O returned ALOX12 inh -24%.
Screening C[C@H]1CN(S(=O)(=O)C(C)(C)C)[C@@H](CCO)/C1=C\CCO returned ALOX12 inh -10%.
Screening COC(=O)[C@]12CCCCC=C1N(Cc1ccccc1)C(=O)[C@H](CC(=O)N1CCCCC1)C2 returned ALOX12 inh -4%.
O=C(C[C@@H]1C[C@H]2O[C@H](CNC3CCCC3)[C@@H](O)[C@H]2O1)N1CCOCC1 was read as ALOX12 inh 9%[176 µM].
O=C(Cc1csc(-c2cccs2)n1)Oc1ccc2cc(Br)ccc2c1 was read as ALOX12 inh -2%.
Screening COc1ccc(CNC(=O)CSCc2nc(-c3ccc(OC)c(OC)c3)oc2C)cc1 returned ALOX12 inh 5%.
`CCN1Cc2nc(OC)c(CNC(=O)C3(C)CCCCO3)cc2C1=O` (stereo not given) gave ALOX12 inh 25%.
CCOc1cc(S(=O)(=O)N2CCN(CCO)CC2)ccc1Br was read as ALOX12 inh -47%.
Cc1cccc(OCC2(CNC(=O)c3cc(C)nn3C)C[C@@H](O)[C@@H](O)C2)n1 (stereo not given in full) was read as ALOX12 inh 25µM*.
`Cc1cnc(C2CCOCC2)n1C1CCCN(Cc2ccc(C#N)cc2)C1` (stereo not given) gave ALOX12 inh 1%.
Screening COc1ccc(CC(=O)Nc2ccc3n(c2=O)C[C@H]2C[C@@H]3CN(C(=O)c3ccc4ccccc4c3)C2)cc1 returned ALOX12 inh -5%.
Cc1csc(CN(C)C(=O)CN2C[C@@H]3CC[C@H](CC2=O)N3)n1 was read as ALOX12 inh 33%.
For CCOc1ccccc1NC(=O)CSc1nc2ccccc2o1 the results were ALOX12 inh 28%.
CC(C)c1ccc(NC(=O)Cn2nc3n(c2=O)CCCCC3)cc1 was read as ALOX12 inh 10%.
`CC(NC(=O)C(C)NC(=O)CNC(=O)OCc1ccccc1)C(=O)O` (stereo not given) gave ALOX12 inh inconclusive.
Cc1ccc([C@H]2C[C@@H](O)[C@@H](O)[C@@H]2NC(=O)C2CC2)cc1 was read as ALOX12 inh 65%[activator][176 µM].
N#Cc1cccc(Oc2cccc(-c3cnc4ccccc4n3)c2)c1C#N was read as ALOX12 inh inconclusive.
Screening CCCNC(=O)CCNS(=O)(=O)c1cccc(C(C)=O)c1 returned ALOX12 inh -8%.
Screening CC1(C(=O)NS(=O)(=O)c2cccc(C#N)c2)CCN1C(=O)CC1CCCCC1 (stereo not given) returned ALOX12 inh -18%.
Screening CC(C)C(=O)Nc1ccc(NC(=O)CC(C)(C(=O)O)c2ccccc2)cc1 (stereo not given) returned ALOX12 inh -5%.
COc1cc(C2CC(=O)N3CN(c4cccc(Cl)c4)CSC3=C2C#N)ccc1O (stereo not given) was read as ALOX12 inh 18µM*.
For CC(NC(=O)c1ccc(F)cc1Br)c1ccc(F)cc1 (stereo not given) the results were ALOX12 inh 6%.
`Cc1nnc(C2CCCCCN2S(=O)(=O)c2ccccc2C)o1` (stereo not given) gave ALOX12 inh 12%.
Cc1cc(C)cc(-c2nnc(SCC(=O)N3CCC(C)CC3)o2)c1 was read as ALOX12 inh -42%.
For CC(C)c1ccc(CCC(=O)NC2CC3CCC2C3)cc1 (stereo not given) the results were ALOX12 inh 9%.
For Cc1oc(-c2ccccc2)nc1C(=O)OCC(=O)NC(C)C(C)C (stereo not given) the results were ALOX12 inh 4%.
Screening CC(C)OCCCNC(=S)NC1CCCC1 returned ALOX12 inh 35µM*.
CCN1C(=O)[C@H]2[C@@H](c3ccc(C(F)(F)F)cc3)N[C@]3(CCCN(Cc4ccco4)C3=O)[C@H]2C1=O was read as ALOX12 inh inconclusive.
For COc1ccc(-c2nccn2CC(CO)Cc2ccsc2)cc1O (stereo not given) the results were ALOX12 inh -5%.
For CCCCC(CC)C(=O)Nc1c(F)c(F)c(F)c(F)c1F (stereo not given) the results were ALOX12 inh -25%.
Screening CO[C@H]1[C@H](NC(=O)CN2CCOC2=O)c2ccccc2C12CCNCC2 returned ALOX12 inh 18%.
For CC(=O)O the results were ALOX12 inh -3%.
O=C(NCc1cccs1)c1ccc(CN2C(=O)NC3(CCS(=O)(=O)CC3)C2=O)cc1 was read as ALOX12 inh 14%.
For CC(=O)N1CCC(C2CCN(S(=O)(=O)c3ccc(C#N)cc3)C2)CC1 (stereo not given) the results were ALOX12 inh -14%.
`Cc1ccc(C(CC(=O)O)NC(=O)C2CCC2)cc1` (stereo not given) gave ALOX12 inh -64%.
COC(=O)CNC(=O)c1ccc(C)c(C)c1 was read as ALOX12 inh -8%.
`CS(=O)(=O)N1C[C@H]2CCN(C(=O)c3ccc(=O)[nH]c3)C[C@H]21` gave ALOX12 inh 20%.
Screening CC(C=NN=C1C(=O)Nc2ccccc21)=Cc1ccccc1 returned ALOX12 inh -6%.
Screening COCC(c1ccccn1)N(C)Cc1cn(-c2ccccc2)nn1 (stereo not given) returned ALOX12 inh 68%[activator].
For CC1CCN(S(=O)(=O)c2cn(CC(=O)Nc3cccc(-c4ccno4)c3)cn2)CC1 the results were ALOX12 inh 0%.
Screening Cc1ccccc1COC1CN(C(=O)C2CCN(C(=O)C3CC3)CC2)C1 returned ALOX12 inh 39%[activator].
`c1ccc(Cc2c(-c3ccccc3)nc3c4ccccc4ccn23)cc1` gave ALOX12 inh inconclusive.
CCN1C(=O)C2(CCN(S(=O)(=O)c3cc(F)ccc3C)CC2)c2ccccc21 was read as ALOX12 inh 2%.
`CC(C)NC(=O)c1cc(-c2ccc(S(C)(=O)=O)cc2)nc2c1cnn2C` gave ALOX12 inh 5%[6.33 µM].
C[C@H](O)c1onc(-c2ccc(F)cc2)c1C(=O)NC1CC1 was read as ALOX12 inh 56%[activator][176 µM].
For O=C(N[C@H]1CCN2C(=O)c3cc(-c4ccc(Cl)cc4)ccc3NC(=O)[C@@H]2C1)c1ccncc1 the results were ALOX12 inh -2%.
CCOc1ccc(S(=O)(=O)Nc2cccc(-c3nnc4n3CCCCC4)c2)cc1 was read as ALOX12 inh -4%.
CCC(CC)NC(=O)c1ccc2nccn2c1 was read as ALOX12 inh -15%[176 µM].
`COc1cccc(NC(=O)C2(C)CCCCC(=O)N2)c1` (stereo not given) gave ALOX12 inh 31%[activator].
For O=C(Nc1cccc(F)c1)c1ncoc1-c1cccc(Cl)c1 the results were ALOX12 inh -11%.
`CC(NC(=O)c1nccnc1N)c1ccco1` (stereo not given) gave ALOX12 inh -13%.
`O=[N+]([O-])c1cccc(/C=N/OCc2c(F)cccc2Cl)c1` gave ALOX12 inh 1%.
COc1cc(C(=O)OCc2ccc(Br)cc2)cc(OC)c1OC was read as ALOX12 inh 31%[activator].
Screening CSc1nc2n(n1)C(C(=O)Nc1ccccc1C(F)(F)F)CC(=O)N2 (stereo not given) returned ALOX12 inh 5%.
`Fc1ccc(-c2nc3c4ccccc4ccn3c2Cc2ccccc2)cc1` gave ALOX12 inh inconclusive.
CCOC(=O)Cn1c(CN2CCN(C(=O)OCC)CC2)nc2c1c(=O)n(C)c(=O)n2C was read as ALOX12 inh -9%.
`COc1ccccc1CNC(=O)C1CCN(c2cc(C(F)(F)F)nc(C)n2)CC1` gave ALOX12 inh -16%.
For CCc1ccc(/C=C/C(=O)O)cc1 the results were ALOX12 inh -13%.
For Cc1c(CC(=O)NCCCN2CCOCC2)c(=O)oc2cc(O)ccc12 the results were ALOX12 inh -4%.
`Cc1ccc(C(=O)NCC(O)c2ccc(F)cc2F)cn1` (stereo not given) gave ALOX12 inh inconclusive.
`CN1C(=O)Cc2ccccc2C1C(=O)NCc1ccc(F)cc1` (stereo not given) gave ALOX12 inh 19%.
`CSc1ccccc1C(=O)Nc1ccc(C(C)(C)C)cc1` gave ALOX12 inh inconclusive.
`N#Cc1ccc(CN2C[C@@H]3OCC(=O)N(CC(N)=O)[C@@H]3C2)cc1` gave ALOX12 inh 31%[176 µM].
CC(C)CNC(=O)N1CCOc2ccc(CN3CCOCC3)cc2C1 was read as ALOX12 inh 53%[activator].
`CCOc1ccc(/C=C/C(=O)N(CC)CC(=O)Nc2c(F)cccc2F)cc1OC` gave ALOX12 inh -9%.
Screening O=C(CCCc1ccccc1)N1CCN(C2CCN(Cc3cccnc3)C2=O)CC1 (stereo not given) returned ALOX12 inh 13%.
`O=C1CCN(S(=O)(=O)c2ccccc2)CCCN(C(=O)CN2C(=O)CCC2=O)CCN1` gave ALOX12 inh 60%[activator].
Screening COc1ccc(NC(=O)N2CCC3(CC2)CC(OCC2CC2)CCO3)cc1 (stereo not given) returned ALOX12 inh 2%.
For Cc1cc(I)ccc1NC(=O)C1CC2CCC1C2 (stereo not given) the results were ALOX12 inh -22%.
Screening CC(C)NC(=O)C[C@@H]1CCNC[C@@H]1Cc1cc(-c2ccc(C(C)(C)C)cc2)on1 returned ALOX12 inh inconclusive.
For NC(=O)[C@@H]1CCCN1C(=O)c1cc(NC(=O)c2ccccc2)cc2ncn(C3CCCC3)c12 the results were ALOX12 inh 2%.
CN(C(=O)C1CC=CCC1)C1CCc2nn(C)c(=O)n2CC1 (stereo not given) was read as ALOX12 inh -5%.
`O=C1CC(c2ccccc2)N(C(=O)CNC(=O)CN2C(=O)CCC2=O)CCCCCN1` (stereo not given) gave ALOX12 inh 33%[activator].
For O=C(CN1C(=O)C(c2ccccc2)=NC12CCCCCC2)NCC1CCCO1 (stereo not given) the results were ALOX12 inh 34%[activator].

A stretch taken from the entries so far, for reference:
`CC(NC(=O)C(C)NC(=O)CNC(=O)OCc1ccccc1)C(=O)O` (stereo not given) gave ALOX12 inh inconclusive.
Cc1ccc([C@H]2C[C@@H](O)[C@@H](O)[C@@H]2NC(=O)C2CC2)cc1 was read as ALOX12 inh 65%[activator][176 µM].

More results:
CN1CCN([C@H]2CCN(C(=O)CCCc3cn[nH]c3)C[C@H]2CCC(=O)O)CC1 was read as ALOX12 inh 3%.
Screening OC[C@H]1CCN(Cc2ccc(-c3ccn[nH]3)o2)C[C@H]1O returned ALOX12 inh 2%.
For O=S(=O)(Nc1nc2ccccc2nc1Nc1ccc(C(F)(F)F)cc1)c1ccccc1 the results were ALOX12 inh -2%.
For O=C1NC2(CCN(CC3CC3)CC2)COc2ccccc21 the results were ALOX12 inh inconclusive.
For Fc1ccccc1CNc1ccccc1 the results were ALOX12 inh 5%.
For Cc1noc(-c2cn(C3CCN(C(=O)c4cc(F)ccc4Cl)C3)nn2)n1 (stereo not given) the results were ALOX12 inh 13%.
Nc1ccc(-c2cc3ccccc3o2)cc1 was read as ALOX12 inh -75%.
CN(C)c1cccc(NC(=O)c2ccnc(-c3nnc4ccc(N5CCOCC5)nn34)c2)c1 was read as ALOX12 inh -1%.
CC(C)CNC(=O)CCc1nc(C2CCCN2C(=O)NC(C)C)no1 (stereo not given) was read as ALOX12 inh inconclusive.
For CCN(CC)S(=O)(=O)c1cc(C(=O)Nc2c(C)cc(C)cc2Cl)ccc1C the results were ALOX12 inh 23%.
Screening COc1ccc(OC)c(-c2nc3cc4c(cc3cc2CN2CCOCC2)OCO4)c1 returned ALOX12 inh 27%.
For COC(=O)C1=C(C)N(Cc2ccc(C(F)(F)F)cc2)C(=NCc2ccccc2C(F)(F)F)NC1c1ccccc1 (stereo not given) the results were ALOX12 inh inconclusive.
Screening CC1=C(C(=O)N(C(C)C)C(C)C)CC(CC(=O)NCc2cccc3ccccc23)C(=O)N1CCCN1CCCC1=O (stereo not given) returned ALOX12 inh -9%.
For COCCOc1ccnc(-c2noc([C@@H]3CCCN3Cc3ccc(S(C)(=O)=O)cc3)n2)c1 the results were ALOX12 inh 75%[activator].
Screening CCc1cn(C[C@H](NC2CCCCC2)C(=O)O)c(=O)[nH]c1=O returned ALOX12 inh -4%[176 µM].

Gathered by group: the entries above containing an aryl methoxy group
Screening C=CCc1cc(-c2c(-c3ccccc3)ncn2CCCO)cc(OC)c1O returned ALOX12 inh -24%.
Screening COc1ccc(CNC(=O)CSCc2nc(-c3ccc(OC)c(OC)c3)oc2C)cc1 returned ALOX12 inh 5%.
`CCN1Cc2nc(OC)c(CNC(=O)C3(C)CCCCO3)cc2C1=O` (stereo not given) gave ALOX12 inh 25%.
Screening COc1ccc(CC(=O)Nc2ccc3n(c2=O)C[C@H]2C[C@@H]3CN(C(=O)c3ccc4ccccc4c3)C2)cc1 returned ALOX12 inh -5%.
COc1cc(C2CC(=O)N3CN(c4cccc(Cl)c4)CSC3=C2C#N)ccc1O (stereo not given) was read as ALOX12 inh 18µM*.
For COc1ccc(-c2nccn2CC(CO)Cc2ccsc2)cc1O (stereo not given) the results were ALOX12 inh -5%.
`COc1cccc(NC(=O)C2(C)CCCCC(=O)N2)c1` (stereo not given) gave ALOX12 inh 31%[activator].
COc1cc(C(=O)OCc2ccc(Br)cc2)cc(OC)c1OC was read as ALOX12 inh 31%[activator].
`COc1ccccc1CNC(=O)C1CCN(c2cc(C(F)(F)F)nc(C)n2)CC1` gave ALOX12 inh -16%.
`CCOc1ccc(/C=C/C(=O)N(CC)CC(=O)Nc2c(F)cccc2F)cc1OC` gave ALOX12 inh -9%.
Screening COc1ccc(NC(=O)N2CCC3(CC2)CC(OCC2CC2)CCO3)cc1 (stereo not given) returned ALOX12 inh 2%.
Screening COc1ccc(OC)c(-c2nc3cc4c(cc3cc2CN2CCOCC2)OCO4)c1 returned ALOX12 inh 27%.

Next section.
For O=C(Nc1cccc(Cl)c1)c1cnc2c(c1)N(Cc1ccccc1)CCC2 the results were ALOX12 inh 12%[176 µM].
Screening COc1cccc(CN2CCC(C)(Oc3cccc(Cl)c3)C2)c1OC (stereo not given) returned ALOX12 inh -10%.
`COCCN1C(=O)[C@@H]2C[C@@H](CN2Cc2ccc3c(c2)OCO3)Oc2ccccc21` gave ALOX12 inh -28%[176 µM].
For CNC(=O)C(C)(C)N1CCC[C@H]1C(=O)N1CCOCC1 the results were ALOX12 inh 51%[activator][176 µM].
